HePTP inh: inhibitors of human HePTP phosphatase; P35236; recombinant HePTP phosphatase activity, OD absorbance; inhibition, % at 20 µM; 0.64% of 110,000 active; in the data active = inhibition above about 50%;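 note: plate controls were vehicle for no effect and reference inhibitor for full effect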
Target sequence (P35236 whole entry, looked up): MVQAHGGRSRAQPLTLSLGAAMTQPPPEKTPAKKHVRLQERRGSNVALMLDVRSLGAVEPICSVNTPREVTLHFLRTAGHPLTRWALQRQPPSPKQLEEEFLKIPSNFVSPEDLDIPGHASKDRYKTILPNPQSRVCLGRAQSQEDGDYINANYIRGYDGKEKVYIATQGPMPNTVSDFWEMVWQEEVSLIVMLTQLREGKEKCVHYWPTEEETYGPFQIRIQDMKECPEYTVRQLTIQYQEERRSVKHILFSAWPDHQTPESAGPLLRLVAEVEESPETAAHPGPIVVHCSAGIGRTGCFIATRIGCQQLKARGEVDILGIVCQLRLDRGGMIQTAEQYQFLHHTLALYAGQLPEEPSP
BAP1 block: human BAP1 deubiquitinase inhibition; Q92560; activity remaining (% of control), % at 20 µM; recombinant BAP1, Ub-AMC hydrolysis fluorescence kinetic; active compounds read low; AID 436; 0.48% of 72,000 active;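 active = activity remaining at or below 50% of control, provided the compound also passes the data quality filters; inactive = the rest, including low values that fail the filters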;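 note: 100% = DMSO wells rate and 0% = substrate alone blank rate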
Target sequence (Q92560 whole entry, looked up): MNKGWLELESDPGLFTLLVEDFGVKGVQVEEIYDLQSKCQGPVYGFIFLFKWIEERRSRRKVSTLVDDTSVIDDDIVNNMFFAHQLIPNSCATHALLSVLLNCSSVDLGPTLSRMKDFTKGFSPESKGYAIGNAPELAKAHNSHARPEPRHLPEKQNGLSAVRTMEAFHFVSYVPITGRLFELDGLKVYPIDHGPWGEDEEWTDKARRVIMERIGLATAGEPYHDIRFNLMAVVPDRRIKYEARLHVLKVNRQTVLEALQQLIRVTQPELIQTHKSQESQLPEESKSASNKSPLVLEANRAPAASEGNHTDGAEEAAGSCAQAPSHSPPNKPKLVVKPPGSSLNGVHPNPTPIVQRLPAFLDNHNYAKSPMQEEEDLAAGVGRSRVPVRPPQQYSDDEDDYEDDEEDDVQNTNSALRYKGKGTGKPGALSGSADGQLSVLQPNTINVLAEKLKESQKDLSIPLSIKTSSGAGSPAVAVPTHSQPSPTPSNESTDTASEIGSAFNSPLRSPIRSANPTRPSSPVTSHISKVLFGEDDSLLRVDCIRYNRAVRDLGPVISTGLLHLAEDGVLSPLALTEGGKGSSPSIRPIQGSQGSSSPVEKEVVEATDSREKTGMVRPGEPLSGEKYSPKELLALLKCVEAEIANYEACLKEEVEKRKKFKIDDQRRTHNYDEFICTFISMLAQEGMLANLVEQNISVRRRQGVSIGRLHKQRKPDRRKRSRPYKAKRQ
* = called active by the depositor; x = not tested or not shown; & = joins results of further samples.

SMILES	HePTP inh	BAP1 block
C=CCN1CCN(C(c2ccc(Cl)cc2)c2nnnn2CCc2ccc(OC)c(OC)c2)CC1 (stereo not drawn)	6	64
O=C(NCCN1CCOCC1)c1cc(Cl)ccc1Cl	4	x
O=C1/C(=C/c2ccc(Br)c([N+](=O)[O-])c2)SC(=S)N1Cc1ccccc1	-8	x
CS(=O)(=O)NCC(c1cccnc1)N1CCN(c2ccc(F)cc2)CC1 (stereo not drawn)	2	87
O=C(Nc1ccc(Br)cc1F)c1cc(-c2ccccc2)nc2ccccc12	2	x
CCC(=O)Nc1c(C)ccc2nsnc12	-10&2	98
O=C(NN1C(=O)/C(=C/c2c(Cl)cccc2Cl)SC1=S)c1ccccc1O	-23	x
COc1cccc(C2C(C(=O)OCCOc3ccccc3)=C(C)NC3=C2C(=O)CC(C)(C)C3)c1OC (stereo not drawn)	x	100
N#CC1(C#N)C2=C(CCCC2)NC(c2ccccc2)C1(C#N)C#N (stereo not drawn)	6	78
O=C(Nc1cccc(O)c1)c1ccc(Cl)cc1	-1	x
N#CC1=C(N)Oc2n[nH]c(-c3ccccc3)c2C1c1cccc(OC(=O)N2CCOCC2)c1 (stereo not drawn)	4	95
Cc1noc(/C=C/N(C)C)c1S(=O)(=O)N1CCCC(C(=O)N2CCCCC2)C1 (stereo not drawn)	4	62
CN1CCN(C(=S)NC(=O)/C=C/c2ccc(Br)cc2)CC1	8	x
COc1ccc(N(C(=O)c2ccco2)C(C(=O)NC2CCCC2)c2ccc(N(C)C)cc2)cc1 (stereo not drawn)	7	84
O=C(CCn1nnc2ccccc21)Nc1nnc(COc2ccc(F)cc2)s1	8	86
COc1ccc(-n2nnnc2SCC(=O)Nc2ccc3c(c2)OCCO3)cc1OC	8	99
COc1cccc(C(=O)/C=C/c2ccc(F)cc2)c1	5	x
O=C(N/N=C/c1cc(Cl)cc(Br)c1O)c1ccccc1[N+](=O)[O-]	0	x
Clc1ccccc1CSc1nnc(-c2ccco2)c(-c2ccco2)n1	27	x
C#CCNc1nc(CC)nc2c1nnn2Cc1ccccc1F	-1	100
CN(C)C(=O)c1cc(S(=O)(=O)N(C)C)c(Cl)cc1N1CCCC1	2	92
CC1Cc2ccccc2N1S(=O)(=O)c1cccc(C(=O)NC2CC2)c1 (stereo not drawn)	11	99
O=c1[nH]nc(SCc2ccc(F)cc2)c(=O)[nH]1	x	91
CCSC1=C(C#N)C(c2cccc(OC)c2)CC(=O)N1 (stereo not drawn)	0	113
O=C(Nc1ccc2c(c1)nc1n2CCSC1)c1ccccc1	6	100
c1ccc2c(c1)nc1sccn12	-6	61
O=C1CC(c2ccccc2)n2nc(NC(=O)C3CCCO3)nc2N1 (stereo not drawn)	6	91
CSC1=C(C#N)C(c2ccccc2Cl)C2=C(CCCC2=O)N1 (stereo not drawn)	-2	77
C=C(C)c1cccc(C(C)(C)NC(=O)N2CCCC(C(N)=O)C2)c1 (stereo not drawn)	5	120
CC(C)COc1ccc2c(c1)c1c3n2CCNC3CCC1 (stereo not drawn)	x	93
CC(=O)c1cccc(NC(=O)Nc2cc3sccc3n2C)c1	2	69
O=c1cc(CSc2nnc(-c3ccccc3)o2)c2ccccc2[nH]1	7	80
C=CCNc1ncnc2c1cnn2-c1ccc(C)cc1C	6	99
COc1ccc(/C=C2\C=C(c3ccc(Cl)cc3)OC2=O)c(C)c1	2	x
CCOC(=O)C1CCN(C(=O)COC(=O)COc2ccccc2OC)CC1	6	116
N#Cc1cccc(CSc2nnc(CCCO)n2-c2ccccc2)c1	-4	99
Cc1ccc2nc(C3CCCN(C(=O)NCc4ccccc4)C3)[nH]c2c1 (stereo not drawn)	6	84
Cc1ccc(SCC(=O)Nc2cccc([N+](=O)[O-])c2)cc1	-10	x
CCOc1ncccc1C(=O)Oc1ccc2c(c1)OCO2	-3	90
COCCCNc1ccnc2c(Cl)cccc12	6	63
Cc1cccc(N2C(=O)c3ccc(-c4ccc5c(c4)C(=O)N(c4cccc(C)c4)C5=O)cc3C2=O)c1	1	x
CC(=O)N1CC=C2C(C#N)=C(N)C(C#N)(C#N)C(CCc3ccccc3)C2C1 (stereo not drawn)	-3	74
Cc1cc(=O)oc2cc(OCC(=O)NCCc3nc4ccccc4[nH]3)ccc12	7	65
Cc1cc(-c2ccccc2N)n[nH]1	-1	99
CCOC(=O)CSc1nnc(CNC(=O)c2ccc(OC)c(OC)c2)n1C	2	63
O=c1cc(CSc2ccccn2)[nH]c(=O)[nH]1	8	106
CC(NC(=O)NC(N)=O)(C(F)(F)F)C(F)(F)F	8	69
N#C/C(=C(/O)CCCN1C(=O)c2ccccc2C1=O)c1nc2ccccc2[nH]1	2	x
CC1=C(C#N)c2nc(N)c(C#N)c(C)c2/C1=C\c1ccc(Cl)c(Cl)c1	0	x
Cc1nnc(SCCn2c(N3CCC(Cc4ccccc4)CC3)nc3c2c(=O)[nH]c(=O)n3C)s1	-7	85
O=C(Nc1ccccc1C(=O)N1CCCC1)c1ccccc1	4	x
CSCCC(NC(=O)C1CCC(C)CC1)C(=O)NCc1ccco1 (stereo not drawn)	7	94
CCN(CC)CCCN1C(=O)C(C)SC1c1ccccc1[N+](=O)[O-] (stereo not drawn)	0	x
O=C1/C(=C/c2cccc([N+](=O)[O-])c2)SC(=S)N1c1ccc(O)cc1	-6	x
O=C(CCSc1nc(-c2ccco2)cc(C(F)(F)F)n1)N1CCN(c2ccccn2)CC1	5	114
CCOC(=O)c1cccc(NC(=O)CNC(=O)C2CCCCC2)c1	-6	92
CC1(C)CC(=O)C(C=NCc2ccccn2)=C(O)C1	10	90
CC1CC(=O)N(CC(=O)Nc2ccc3c(c2)OCO3)c2ccccc2S1 (stereo not drawn)	-6	95
CC/C(=C/C(=O)c1ccncc1)Nc1cccc(O)c1	8	x
O=C(Nc1c(C(=O)N2CCCCC2)cnn1-c1ccccc1)c1ccccc1	9	99
(further entries)
SMILES	HePTP inh	BAP1 block
c1ccc(-n2nnnc2SCc2nc3ccccc3[nH]2)cc1	3	x
CSc1nc2ccc(NC(=O)/C=C/c3ccccc3)cc2s1	7	x
COc1ccc(C(=O)Nc2cccc(C(=O)Nc3nccs3)c2)cc1	-2	x
COc1ccc(CCNC(=O)C(=O)Nc2cccc(C)c2)cc1	8	x
O=C(Nc1ccccc1)N(O)c1ccc(Cl)cc1	1	94
CC(C)OP(=O)(OC(C)C)C(O)c1ccc2c(c1)OCO2 (stereo not drawn)	8	x
CCOc1ccc(NC(=O)CSc2nc3ccc(OC)cc3[nH]2)cc1	5	x
CCCCc1c(C)[nH]c2ccc(OC)cc2c1=S	12	x
CC(C)(C)C1=Nn2c(nnc2-c2n[nH]c3c2CCC3)SC1	16	84
O=C1OCc2cc(NC(=O)C3CCCO3)ccc21 (stereo not drawn)	-9	73
COc1ccc(-n2c(C)cc(C(=O)COC(=O)Cn3cnc4ccccc43)c2C)cc1	4	82
O=[N+]([O-])c1cccc(-c2nnc(-c3cccc(F)c3)o2)c1	5	x
O=c1c2ccccc2c(=O)c2c1c(O)cc1sc3ccccc3[nH]c12	-18	x
COc1cc(NC(=O)COc2ccccc2C)cc(OC)c1	3	x
CN1CCN(Cc2ccc(OCc3ccccc3)cc2)CC1	1	98
COc1ccccc1N1CCN(Cc2cccc(OC)c2OC)CC1	1	102
COc1cc2[nH]c(=S)n(CCCN3CCOCC3)c(=O)c2cc1OC	5	116
O=C(O)c1ccc(NC(=O)C2C3CCC(C3)C2C(=O)O)cc1 (stereo not drawn)	7	103
C/C(=N/OCC(=O)N/N=C/c1ccccc1NS(=O)(=O)c1ccc(C)cc1)c1ccccc1	7	x
Nc1cccc(C(=O)c2cccc(N)c2)c1	-2	x
COc1ccc(C2Nc3ccccc3NC3=C2C(=O)CC(c2ccc(Cl)cc2)C3)cc1 (stereo not drawn)	-1	x
CCc1nnc(NC(=O)CSC2=NC(=O)C(c3ccccc3)C(=O)N2)s1 (stereo not drawn)	x	145
COc1cc(C(=O)N2CCN(C(=O)COc3ccc4ccccc4c3)CC2)cc(OC)c1OC	-6&-6	89
CCC1SC2=NCCN2C1(O)c1ccc(Cl)cc1 (stereo not drawn)	6	103
COC(=O)CN1C(=O)C(O)(CC(=O)c2ccc(Cl)cc2)c2ccccc21 (stereo not drawn)	7	96
c1ccc(Cc2nc(-c3ccccn3)no2)cc1	-9	103
CC1=NN(C(=N)c2ccccc2)C(C)(O)C1 (stereo not drawn)	0	x
O=C(/C=C/c1cc(Br)cs1)Nc1ccc(Cl)cc1Cl	-6	x
O=C(Cn1cnc2c(oc3ccccc32)c1=O)NCc1ccco1	-4	119
Cc1ccc(C(=O)C[n+]2cc(Br)cc3ccccc32)cc1	x	114
CCCC(=O)Nc1nc2ccc(S(=O)(=O)N3CCCCC3)cc2s1	2	97
Cc1cccc(-c2nnc3n2N=C(c2ccccc2Br)CS3)c1	-1	86
Cc1ccccc1Cc1c(C)nc2c(C(=O)N3CCN(Cc4ccc5c(c4)OCO5)CC3)cnn2c1C	5	78
CC1CCCCC12NC(=O)N(CC(=O)c1ccc[nH]1)C2=O (stereo not drawn)	8	98
CCCCCNC(=O)CCn1c(=O)oc2ccccc21	3	105
CCCS(=O)(=O)N1CCC(C(=O)NCc2ccco2)CC1	-7	114
N=C1C(c2nc3ccccc3s2)=C(O)CN1CCCO	7	101
Cc1nnc(SCCn2c(N3CCN(C)CC3)nc3c2c(=O)n(C)c(=O)n3C)s1	1	74
CCOC(=O)c1ccc(S(=O)(=O)Nc2ccccc2-c2nnn(CC)n2)cc1	2	111
CC(=O)Nc1nnc(Cc2ccccc2)s1	-8	121
O=C(N/N=C/c1cccnc1)c1sc2ccccc2c1Cl	-9	x
COC(=O)c1sc2nc(N3CCCCC3)c3c(c2c1N)CC(C)(C)N(C)C3	3	106
CCOc1ccc(N(CC(=O)Nc2ccccc2C)S(C)(=O)=O)cc1	1	x
O=C(COc1ccc(-c2nnc(N3CCCCC3)c3ccccc23)cc1)N1CCCCC1	15	85
Cn1c(=O)c2c(nc(SCc3ccc([N+](=O)[O-])cc3)n2C)n(C)c1=O	-16	x
O=C(CCC1CCCC1)N1CCN(C2CCCC2)CC1	6	92
CC(C)(C)Sc1nc(O)cc(=O)[nH]1	2	101
O=C(c1cc2c(s1)CCCC2)N1CCN(Cc2ccc3c(c2)OCO3)CC1	4	96
NC(N)=NS(=O)(=O)c1ccc(N)cc1	9	72
COc1ccccc1N1C(=O)NC(=O)/C(=C/c2ccc(OC)c3ccccc23)C1=O	8	x
O=C(NC(=S)Nc1cc([N+](=O)[O-])cc(Cl)c1O)c1ccccc1	-7	x
Cc1cc(OCc2nn[nH]n2)c2c(-c3ccccc3)cc(=O)oc2c1	2	89
COc1ccc(OC)c(NC(=O)c2ccccc2C)c1	4	x
C=CCNC(=O)C1CC(=O)N(c2ccc(C)cc2)C1 (stereo not drawn)	4&-14	97
CCCCOc1ccc(-c2nnn(C(C)(C)C(=O)OC)n2)cc1	-9	74
CSc1nncc(-c2ccc(F)cc2)n1	1	107
Cc1[nH]nc2c1C(c1ccccc1F)NC2=O (stereo not drawn)	-1	91
COCc1nnc(NC(=O)c2ccc(S(=O)(=O)N(C)C3CCCCC3)cc2)o1	-9	138
COc1ccc(CCNc2cc(N3CCN(C(=O)c4ccccc4F)CC3)ccc2[N+](=O)[O-])cc1OC	4	x
CCOc1ccccc1C1N(c2ccc(F)cc2)C(=O)C2CCCN21 (stereo not drawn)	6	90

Laid out differently: results already given
| mol | HePTP inh | BAP1 block |
| --- | --- | --- |
| CC(=O)Nc1nnc(Cc2ccccc2)s1 | -8 | 121 |
| O=C(N/N=C/c1cccnc1)c1sc2ccccc2c1Cl | -9 | x |
| COC(=O)c1sc2nc(N3CCCCC3)c3c(c2c1N)CC(C)(C)N(C)C3 | 3 | 106 |
| CCOc1ccc(N(CC(=O)Nc2ccccc2C)S(C)(=O)=O)cc1 | 1 | x |
| O=C(COc1ccc(-c2nnc(N3CCCCC3)c3ccccc23)cc1)N1CCCCC1 | 15 | 85 |
| Cn1c(=O)c2c(nc(SCc3ccc([N+](=O)[O-])cc3)n2C)n(C)c1=O | -16 | x |
| O=C(CCC1CCCC1)N1CCN(C2CCCC2)CC1 | 6 | 92 |
| CC(C)(C)Sc1nc(O)cc(=O)[nH]1 | 2 | 101 |
| O=C(c1cc2c(s1)CCCC2)N1CCN(Cc2ccc3c(c2)OCO3)CC1 | 4 | 96 |
| NC(N)=NS(=O)(=O)c1ccc(N)cc1 | 9 | 72 |
| COc1ccccc1N1C(=O)NC(=O)/C(=C/c2ccc(OC)c3ccccc23)C1=O | 8 | x |
| O=C(NC(=S)Nc1cc([N+](=O)[O-])cc(Cl)c1O)c1ccccc1 | -7 | x |
| Cc1cc(OCc2nn[nH]n2)c2c(-c3ccccc3)cc(=O)oc2c1 | 2 | 89 |
| COc1ccc(OC)c(NC(=O)c2ccccc2C)c1 | 4 | x |
| C=CCNC(=O)C1CC(=O)N(c2ccc(C)cc2)C1 (stereo not drawn) | 4&-14 | 97 |
| CCCCOc1ccc(-c2nnn(C(C)(C)C(=O)OC)n2)cc1 | -9 | 74 |
| CSc1nncc(-c2ccc(F)cc2)n1 | 1 | 107 |
| Cc1[nH]nc2c1C(c1ccccc1F)NC2=O (stereo not drawn) | -1 | 91 |

(cont.)
SMILES	HePTP inh	BAP1 block
CCOC(=O)CCc1c(C)c(C#N)c2[nH]c3ccccc3n2c1=O	8	x
COc1ccc(OC)c(S(=O)(=O)N2CCC(C(=O)N3CCc4ccccc4C3)CC2)c1	0	143
Cc1ccc2[nH]c(O)c(N=Nc3ccc([N+](=O)[O-])cc3[N+](=O)[O-])c2c1Br	4	x
CCCC1=NN2C(=N)/C(=C/c3ccc(-c4ccccc4C(=O)OC)o3)C(=O)N=C2S1	2	x
O=C(NN(C(=O)C1CC1)c1nc2ccccc2s1)C1CC1	-2	x
CCCc1nc2ccccc2c(=O)n1NC(=O)c1c(O)c2cccc3c2n(c1=O)CCC3	2	61
CCN(CC)c1ccc(C2NC(=O)NC(C)=C2C(=O)OCc2ccc(OC)cc2)cc1 (stereo not drawn)	10	x
Cc1ccc(N=Cc2ccc(O)cc2O)c(C)c1	9	x
O=C(CCn1nnc(-c2cccs2)n1)N1CCc2ccccc2C1	2	90

High-throughput results: PubChem, several laboratories
